Compound activity from PubChem.
LmPK inhibitor: LmPK (Leishmania mexicana) enzyme inhibition. Q27686. purified LmPK, Kinase-Glo ATP luminescence, 1 h. Potency, µM (doses to about 57.5 µM), inactives show top-dose activity change, negative = inhibition, usual class: inhibitors. hit rate 0.37% among 290,000. AID 1721
Target sequence (Q27686 whole entry, looked up): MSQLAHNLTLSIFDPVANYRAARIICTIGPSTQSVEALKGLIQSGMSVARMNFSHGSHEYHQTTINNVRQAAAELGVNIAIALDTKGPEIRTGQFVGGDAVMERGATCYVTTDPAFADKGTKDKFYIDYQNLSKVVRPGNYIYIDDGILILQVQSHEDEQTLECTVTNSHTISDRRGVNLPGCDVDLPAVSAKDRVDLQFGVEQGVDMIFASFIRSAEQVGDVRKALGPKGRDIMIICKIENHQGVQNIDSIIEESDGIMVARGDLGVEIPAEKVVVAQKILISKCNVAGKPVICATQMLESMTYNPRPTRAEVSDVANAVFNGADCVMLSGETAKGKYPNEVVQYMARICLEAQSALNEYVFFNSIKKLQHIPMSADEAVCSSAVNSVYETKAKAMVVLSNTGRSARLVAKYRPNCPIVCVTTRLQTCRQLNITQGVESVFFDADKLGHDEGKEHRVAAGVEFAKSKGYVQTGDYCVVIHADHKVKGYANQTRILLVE
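Kinase-Glo luminescence read after 1 h RT reaction of 0.1 nM LmPK with 0.5 mM PEP and 0.1 mM ADP. Activity scaled between uninhibited and enzyme-free controls.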
Sm TGR block: inhibitors of Schistosoma mansoni thioredoxin glutathione reductase | purified TGR, DTNB reduction, TNB absorbance 405 nm | Potency, µM (top dose mostly 114 µM), for the others: at the top dose activity change, negative = inhibition, most hits filed as inhibitors | hit rate 3% among 360,000 | Q962Y6; note: nearly all actives have a fitted effect of over 60% in size
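First, TGR (20 nM dispensed) and NADPH were mixed with compound. Second, a 15 min room-temperature incubation followed. Third, further NADPH and then DTNB were added to start the reaction. Finally, TNB absorbance was monitored kinetically.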
Tb PYK inh: blocks Trypanosoma brucei pyruvate kinase | Q57TT1 | TbPYK enzyme, Kinase-Glo Plus ATP luminescence, 45 min | Potency, µM (top dose mostly 76.8 µM), without a hit: top-dose activity, negative = inhibition, most hits filed as inhibitors | hit rate 0.12% among 410,000 | AID 624173; note: nearly all actives have a fitted effect of over 50% in size
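Luminescence from Kinase-Glo Plus, added after a 45-minute room-temperature reaction, served as the end-point read-out. The enzyme and substrate were preincubated with compound before ADP (130 uM final) initiated turnover. Concentration-effect curves came from normalized qHTS data.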
HCV inh: blocks hepatitis C virus. Potency, µM (titrated, usually from 41.8 µM), for the others: at the top dose activity change, negative = inhibition, actives largely listed as inhibitors. Huh7.5.1 HCVcc-Cre infection, luciferase reporter, 44 h. hit rate 3.4% among 340,000. AID 651820
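1,000 cells/well; 4 h culture; + compound; + HCVcc-Cre (~0.5 moi); 44 h; luciferase substrate, RT 15 min; read 15 sec.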
Pf growth 48h: inhibits P. falciparum growth in the first generation, 48 h; P. falciparum luciferase growth in erythrocytes, 48 h; Potency, µM (doses to about 28.7 µM), for inactives: top-dose activity change, negative = inhibition, usual class: inhibitors; hit rate 5.9% among 310,000; AID 504832
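In quantitative HTS format, infected erythrocytes bearing luciferase-reporter parasites were treated for a single generation at 37 C. Luminescence after adding detection reagent served as the growth measure.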
Pf growth 96h: inhibits malaria parasite growth, 96 h | AID 504834 | P. falciparum luciferase reporter growth, 96 h | hit rate 6.9% among 320,000 | Potency, µM (top dose mostly 28.7 µM), for inactives: at the highest dose activity change, negative = inhibition, hits mostly inhibitors
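P. falciparum expressing integrated firefly luciferase grown in erythrocytes (2% hematocrit, 0.05% parasitemia final) with compounds for 96 hours at 37 C, 5% CO2. Growth inhibition read as loss of luminescence after adding luciferase detection reagent.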
Starred values were filed as active, the others as inactive; ? = inconclusive; · = no result given; & = joins results of further samples; [ ] = another dose, or the depositor's remark. Calls come from the whole dose curve; as a rule, active = well fitted curve in the direction sought with a large enough effect; inconclusive = small, poorly fitted or top-dose-only effect, or another doubt; inactive = no such curve, though single readings can be large; an effect the other way counts as inactive or inconclusive. % is set by controls: 0 for no effect and ±100 for the full control effect; potency is the fitted concentration of half-maximal effect.

Below each compound – LmPK inhibitor	Sm TGR block	Tb PYK inh	HCV inh	Pf growth 48h	Pf growth 96h
O=C(COC(=O)c1ccc(S(=O)(=O)N2CCOCC2)cc1)Nc1ccccc1F
→ ·	-16%	3%	0%	0%	-19%
C/C=C/c1ccc(OCC(=O)Nc2cc(OC)c(OC)c(OC)c2)c(OC)c1
→ 4%	-12%	5%	?	-16%	?
O=C(Nc1cccc(S(=O)(=O)NC2=NCCCCC2)c1)c1cc(-c2ccccc2Cl)nc2ccccc12
→ 0%	-4%	4%	?	?	?
CC(C)Nc1nc(NC(C)C)nc(C(N)=O)n1
→ 0%	-3%	-4%	20%	6%	·
CCOC(=O)Cn1nc(C)n(-c2c(C)cccc2C)c1=O
→ 3%	12%	0%	15%	31%[activator]	74%[activator]
Cc1ccccc1C(=O)Nc1cc(S(=O)(=O)N2CCOCC2)ccc1N1CCN(C)CC1
→ ·	-5%	4%	1%	?	-4%
COc1cc(Cc2nccc3cc(OC)c(OC)cc23)c(S(=O)(=O)O)cc1OC
→ 0%	3%	2%	16%	3%	1%
O=C(c1cccc(N2C(=O)C3C4C=CC(C4)C3C2=O)c1)N1CCN(c2ccccc2F)CC1 (configuration not stated)
→ 1%	-16%	1%	-4%	?	20%
CC1CC(C)CN(CCCNC(=O)C2CCCN(c3ncnc4c3nc3n4CCCCC3)C2)C1 (configuration not stated)
→ 2%	3%	0%	0%	-17%	?
CN(C)c1oc(COc2ccccc2F)nc1C#N
→ -4%	-1%	2%	12%	34%[activator]	49%[activator]
[O]=[Bi][O][Bi]=[O]
→ ·	·	-7%	·	-15%	-14%
CC1=CC2=NC(=O)/C(=C\c3cccn3CCOc3ccccc3C)C(=N)N2O1
→ 1%	3%	6%	-9%	?	4%
CN(C)CCCN(C(=O)c1ccc(S(=O)(=O)N2CCCC2)cc1)c1nc2c(F)cc(F)cc2s1
→ ·	-3%	-7%	?	?	15%
S=C(Nc1cccc(Cl)c1)N1CCN(c2ccccn2)CC1
→ -10%	3%	-3%	-7%	16%	-9%
O=C(c1ccco1)N1CCN(C(=O)C2CC(c3ccccc3F)=NO2)CC1 (configuration not stated)
→ 9%	0%	0%	9%	18%	-1%
O=C(CCc1ccc(S(=O)(=O)N2CCOCC2)cc1)Nc1nccs1
→ 0%	4%	2%	16%	?	?
O=C1NC(c2ccccc2)=C(c2ccccc2)C1=O
→ -5%	-10%	-2%	2%	16%	10µM*
CCOC(=O)c1[nH]c2ccc(OC)cc2c1NC(=O)CN1CCc2ccccc2C1
→ 0%	-6%	2%	?	?	12µM*
Cc1ccc(/C=C/S(=O)(=O)NCC(=O)OCC(=O)Nc2ccc(C(N)=O)cc2)cc1
→ ·	-3%	0%	13%	11%	-7%
COc1cccc(CN2CCNC(=O)C2CC(=O)NCC2CCOCC2)c1 (configuration not stated)
→ 4%	35µM*	3%	10%	-1%	?
COc1ccc(CCNc2ccc(C(CC(N)=O)NC(=O)Cc3cccc4ccccc34)cc2[N+](=O)[O-])cc1 (configuration not stated)
→ 4%	5%	0%	21%	?	?
Cc1ccc(CSc2nnc(-c3cccc(S(=O)(=O)N4CCOCC4)c3)n2CC(C)C)cc1
→ 4%	-9%	-17%	?	?	?
CCc1ccc(NC(=O)c2ccnc(C(C)(C)C)c2)cc1
→ -1%	3%	2%	-2%	-6%	-26%
COc1ccc(N2CCN(C(=O)c3ccccc3NC(=O)C3=C(C)OCCS3)CC2)cc1
→ 0%	-21%	1%	8%	-29%	?
C#CCOCCOCCOCCNc1nc(N2CCN(C(=O)CCCCCCCCCCNC(=O)Cn3cc(CCCCCN)nn3)CC2)nc(N2CCN(C(=O)CCCCCCCCCCNC(=O)[C@@H](CCC(=O)O)n3cc(CCCCCN)nn3)CC2)n1
→ ·	50µM*	12%	-7%	13µM*	?
CCc1ccc(OCCNc2cc(N3CCNC(C)C3)ccc2[N+](=O)[O-])cc1 (configuration not stated)
→ ·	-2%	0%	14µM*	4.7µM*	?
CN(C(=O)C1CCCN1S(=O)(=O)c1ccc(Cl)cc1)c1ccccc1 (configuration not stated)
→ ·	-25%	-3%	-1%	?	?
Cc1cc(C)c(NC(=O)c2oc3ccccc3c2COc2ccccc2)c(C)c1
→ 0%	-2%	1%	?	?	5.2µM*
Fc1ccc(/C=N/Nc2ncnc3nc[nH]c23)cc1F
→ -27%	2%	2%	1%[8.37 µM]	?	9.3µM*
CCN(CC(=O)Nc1ccc(NC(C)=O)cc1)C(=O)c1ccc2ccccc2c1
→ ·	-8%	5%	3%	0%	41%[activator]
O=C(Oc1cccc(O)c1)C1CCCCC1
→ 2%	·	·	·	14%	26%
COC(=O)c1sc(NC(=O)COc2ccccc2C)nc1C
→ 1%	7%	-1%	?	38%[activator]	262%[activator]
O=C(NCc1cccs1)C1CCCN(S(=O)(=O)c2cccc3cccnc23)C1 (configuration not stated)
→ 7%	-29%	-8%	?	·	?
Cc1ccc(-c2noc(CSc3nnc(-c4ccncc4)n3-c3ccc(F)cc3)n2)cc1
→ 10%	-22%	-11%	?	?	·
Cc1ccc(N(CC(=O)NC2CCCCC2)S(=O)(=O)c2cccs2)cc1
→ -14%	-1%	0%	?	-6%	-9%
Cn1c(C(=O)NC2CC2)cc(=O)n(C)c1=O
→ 1%	4%	2%	13%	13%	50%[activator]
O=C(Cc1ccccc1[N+](=O)[O-])NCCSCc1c(F)cccc1Cl
→ 2%	9%	1%	6%	-9%	-4%
CC(C)(C)CC(C)(C)NC1=CC(=O)OC12CCCCC2
→ 2%	1%	5%	-11%	·	-21%
O=[N+]([O-])c1cc(C(F)(F)F)ccc1NCCCCNS(=O)(=O)c1ccc(Cl)cc1
→ -2%	3%	1%	?	13%	32%[activator]
Cc1ccc(CSCc2nnc(SCC(=O)N3CCN(c4ccccc4)CC3)n2C)cc1
→ 13%	0%	-1%	?	·	?
Cc1ccccc1CNC(=O)C1CCC(=O)N(CC2CCCCC2)C1 (configuration not stated)
→ -9%	3%	-8%	16%	-3%	47%[activator]
Cc1nn(CCC(=O)NNC(=S)Nc2ccc([N+](=O)[O-])cc2)c(C)c1[N+](=O)[O-]
→ 1%	0%	-16%	4%	-6%	?
Cc1ccc(C)c(-c2nn(-c3cc(N4CCN(CCO)CC4)ccc3[N+](=O)[O-])c(=O)c3ccccc23)c1
→ 7%	14%	7%	-12%	?	?
Cc1ccc(Nc2nc(N/N=C/c3c[nH]c4ccccc34)nc(N3CCOCC3)n2)cc1
→ 1%	-2%	5%	?	?	?
CCOC(=O)N1CCN(C(=O)c2nn(-c3ccc(C)cc3)c(=O)c3c2c2ccccc2n3C)CC1
→ -4%	-2%	9%	2%	?	?
O=C(CCCOc1ccc(Cl)cc1Cl)Nc1nnc(C2CC2)s1
→ -2%	-15%	3%	4%	7%	56%[activator]
O=C(OCC#CCSc1nnc(-c2cccc3ccccc23)o1)c1ccc2ccccc2c1
→ ·	-22%	0%	·	?	19%
CCOc1ccc(Br)cc1S(=O)(=O)NCc1ccncc1
→ -1%	4%	-1%	-25%	-1%	13µM*
COC(=O)C(C)Sc1nc2c(cnn2-c2ccc(F)cc2)c(=O)[nH]1 (configuration not stated)
→ -1%	9%&1%	2%&0%	11%	0%	?
CCCCNC(=O)Nc1nnc(SCC(=O)OCC)s1
→ 3%	4%	-11%	13%	9%	25%

Quoted at random: four records from the list.
Below each compound – LmPK inhibitor	Sm TGR block	Tb PYK inh	HCV inh	Pf growth 48h	Pf growth 96h
Cc1ccc(CSc2nnc(-c3cccc(S(=O)(=O)N4CCOCC4)c3)n2CC(C)C)cc1
→ 4%	-9%	-17%	?	?	?
Cc1nn(CCC(=O)NNC(=S)Nc2ccc([N+](=O)[O-])cc2)c(C)c1[N+](=O)[O-]
→ 1%	0%	-16%	4%	-6%	?
O=C(Nc1cccc(S(=O)(=O)NC2=NCCCCC2)c1)c1cc(-c2ccccc2Cl)nc2ccccc12
→ 0%	-4%	4%	?	?	?
Cc1ccc(CSCc2nnc(SCC(=O)N3CCN(c4ccccc4)CC3)n2C)cc1
→ 13%	0%	-1%	?	·	?

Continuation:
Below each compound – LmPK inhibitor	Sm TGR block	Tb PYK inh	HCV inh	Pf growth 48h	Pf growth 96h
COc1cc(C(=O)N2CCN(C(=O)c3cc(-c4ccccc4)n[nH]3)CC2)cc(OC)c1OC
→ -4%	2%	11%	-2%	?	?
O=C(Nc1ccc(Cl)c(Cl)c1)c1ccccc1NC(=O)C1CC=CCC1C(=O)O (configuration not stated)
→ -5%	-2%	5%	4%	6%	?
CCCS(=O)(=O)N1CCCC(C(=O)NCc2ccco2)C1 (configuration not stated)
→ 2%	?	4%	14%	0%	140%[activator]
CCOC(=O)c1cnc(-n2nc(C)cc2C)nc1Nc1ccccc1OC
→ -2%	-16%	·	·	?	?
COC(=O)c1cc(C(=O)N2CCN(c3cccc(C)c3C)CC2)cc([N+](=O)[O-])c1
→ 0%	15%	7%	?	-19%	18%
Cc1ccc(S(=O)(=O)N(C)CC(=O)N2CCCCCC2)cc1
→ -6%	9%	4%	14%	-14%	?
COc1ccc(CCNC(=S)Nc2cc(C)cc(C)c2)cc1
→ 1%	2%	-2%	?	·	?
O=C(CN1C(=O)CSc2ccc(S(=O)(=O)N3CCOCC3)cc21)NCc1cccnc1
→ -1%	-1%	2%	26%	-8%	-7%
Cc1cccc(NC(=O)Cn2c(C)c(C#N)c3ccccc32)c1C
→ 2%	5%	-3%	2%	2.1µM*	·
O=C1/C(=C/c2ccc3c(c2)OCO3)Oc2cc(OCC(=O)N3CCC[C@H]3C(=O)O)ccc21
→ -1%	-18%	0%	14%	34%	-22%

Entries above that have a thiophene ring, fused or not:
Below each compound – LmPK inhibitor	Sm TGR block	Tb PYK inh	HCV inh	Pf growth 48h	Pf growth 96h
O=C(NCc1cccs1)C1CCCN(S(=O)(=O)c2cccc3cccnc23)C1 (configuration not stated)
→ 7%	-29%	-8%	?	·	?
Cc1ccc(N(CC(=O)NC2CCCCC2)S(=O)(=O)c2cccs2)cc1
→ -14%	-1%	0%	?	-6%	-9%

Additional compounds follow.
Below each compound – LmPK inhibitor	Sm TGR block	Tb PYK inh	HCV inh	Pf growth 48h	Pf growth 96h
NS(=O)(=O)c1ccc(Nc2ccc([N+](=O)[O-])c3nonc23)cc1
→ ?	-13%	-14%	10%	?	9.3µM*
O=C(Nc1nc2c(s1)CN(Cc1ccccc1)CC2)c1cccc(S(=O)(=O)N2CCc3ccccc32)c1
→ 0%	-20%	-1%	?	?	8.3µM*
CC1CN=C(Nc2ccc(F)c(Cl)c2)S1 (configuration not stated)
→ -1%	14%	-12%	-2%	-3%	-7%
Cc1ccc(/C=C/C(=O)NCc2cccs2)o1
→ -3%	2.8µM*	?	-5%	19%	74%[5.75 µM]
O=S(=O)(c1ccc(Sc2nnc3ccccn23)nc1)N1CCOCC1
→ 0%	2%	-6%	-1%	9%	·
CC1=CS/C(=C(/C#N)C(=O)N2CCOCC2)N1c1ccccc1
→ -6%	0%	-1%	19%	-3%	?
CCSc1ccc([C@@H]2[C@@H]3C(=O)N(CC)C(=O)[C@@H]3[C@]3(C(=O)OC)CCCCN23)cc1OC
→ ·	?	-29%	?	13µM*	?
CN(Cc1ccccc1)C(=O)[C@H]1CCC(=O)N1Cc1ccco1
→ 6%	16µM*	-18%	-15%	-6%	·
COc1ccc2c(c1)CC/C(=C\Nc1ccc3c(c1)OCO3)C2=O
→ -1%	6.3µM*	-18%	7.1µM*	4%	·
O=C(NNc1ncc(C(F)(F)F)cc1Cl)c1c(Cl)cccc1Cl
→ 3%	?	-4%	-26%	?	?
Cc1cc(OCC(=O)NCc2ccccn2)cc(C)c1Br
→ 0%	-2%	-6%	12%	14%	?
